Screening results as filed in PubChem.
Yfh1-off respiration = mitochondrial function rescue without frataxin homolog – Friedreich's ataxia, plus single-dose screen, dose response (AID 1465); S. cerevisiae Yfh1-off respiration, WST-1 reduction, 72 h; higher fold induction means a stronger effect; fold induction at 50 µM; hits with a dose series show EC50 in µM; actives 0.074% (n = 220,000);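 active means fold induction of absorbance versus untreated yeast above a set limit, then at least 30% activation at any dose in follow-up; inconclusive means repeats straddling the limit, or above it without dose testing; inactive means fold induction below the set limit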;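 further: activators that raise dye reduction in frataxin-depleted yeast; strong numbers were not always called active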
b-catenin transl = alters nuclear translocation of beta-catenin in HeLa cells; immunofluorescence imaging; nuclear translocation activity, % at 5 µM; actives 0.3% (n = 190,000); AID 1665;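 active means nuclear translocation activity above 50% at 5 µM, with a well cell count of 50 or more; inconclusive means wells under 50 cells across six images, flagged as toxic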;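 further: per-cell ratio of nuclear to cytoplasmic median beta-catenin stain intensity; plate controls were DMSO negative control for no effect and GSK-3 inhibitor IX positive control for full effect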
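Test system: HeLa cells, endogenous beta-catenin; Compound: single 5 µM dose plus 0.02–20 µM confirmation series; Times: compound exposure 24 h at 37°C; Signal: fluorescence imaging of beta-catenin antibody stain plus DAPI; Read-out: % activation, nuclear-to-cytoplasmic median beta-catenin signal ratio per cell.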
AID2073 = inhibitors of Mint1-CaV2.2 protein interaction, biochemical, HTRF (AID 2073) | HTRF protein-protein interaction, Mint1-CaV2.2; higher % means a stronger effect | inhibition, % at 20 µM; hits with a dose series show IC50 in µM | actives 0.19% (n = 290,000); in the data active means inhibition mostly above about 51%, no sharp cut-off; inconclusive means no clear call, values can overlap the other calls; inactive means mostly below about 53%; further: some results filed as inactive read as strong as hits
WT yeast gro inh = growth inhibition of WT yeast, mitochondrial fusion screen; mitochondrial fusion phenotypic screen, WT strain; inhibition, % at 10 µM; actives 2.1% (n = 190,000); AID 1362; in the data active means inhibition above about 58%; tested in S. cerevisiae
MT stabilizer = stabilizes microtubules in HeLa cells; actives 0.83% (n = 200,000); % tubulin-high responders, % at 10 µM; HeLa tubulin immunostaining HCS, 24 h; share of cells brighter than vehicle mean+2SD;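 active means plate Z-score above 3 for both tubulin-high and condensed-nucleus cell shares, with cell loss under 80%, at 10 µM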;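 further: anti alpha tubulin signal scored within the nucleus-defined area of each cell; some results filed as inactive read as strong as hits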
Dynein cargo inh = dynein cargo transport inhibition; 3617.4 mouse cells, GR-EGFP nuclear translocation imaging; test concentration mostly 20 µM; stimulated with dexamethasone, 1 µM; active compounds read low; actives 0.47% (n = 220,000); AID 1381; z-score, hits read low;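 active means plate z-score of nuclear minus cytoplasmic receptor signal below a set negative limit, without overly bright fluorescence or cell loss, cut at about -3.5 in these data, passing the limit was not always enough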;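 further: z-score of nuclear minus cytoplasmic ring GR-EGFP intensity difference per well; some compounds called inactive have numbers as strong as hits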
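Buffer or medium: tet-free medium with charcoal-stripped serum / Also added: dexamethasone agonist, 1.0 µM final, for 30 min / Timing: induction 48 h, compound 1 h, agonist 30 min / Measured by: high-content fluorescence imaging after fixation / Read-out: nuclear-to-cytoplasmic GR-EGFP distribution per well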
Autophagy HCS = modulators of autophagy; MEF GFP-LC3 puncta imaging; test concentration mostly 10 µM; calls only at 10 µM (by protocol); actives 0.98% (n = 190,000); AID 463193;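 active means percentage of spot-positive cells more than 3 SD above its plate mean, without a fluorescence outlier flag or 80% toxicity; inconclusive means no clear call, values can overlap the other calls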;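 further: spot-positive cell cutoff set from DMSO-treated cells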
Ins promoter up = MIN6 insulin promoter up-regulation. MIN6 insulin promoter-GFP reporter, high-content imaging; active compounds read high. AID 1625. actives 0.3% (n = 190,000). z-score at 5 µM;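 active means z-score above 3 at 5 µM with at least 500 cells counted in the well; inconclusive means wells under 500 cells, flagged as cytotoxic or low count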
HIV peptide binding = inhibitors of HIV fusion peptide binding, primary screen, biochemical, uHTS, fluorescence dequenching (AID 1986); inhibition, % at 20 µM, or IC50 in µM where a hit was titrated; actives 0.3% (n = 290,000); cell-free peptide binding, fluorescence dequenching, 30 min; higher % means a stronger effect; in the data active means inhibition mostly above about 52%, no sharp cut-off; inactive means mostly below about 76%; further: some results filed as inactive read as strong as hits
WT yeast gro inh mutant strain = second read-out of WT yeast gro inh, no call of its own (marks repeat the call); inhibition, %; mitochondrial fusion phenotypic screen, mutant strain inhibition
Dynein cargo inh cytoplasmic EGFP = second read-out of Dynein cargo inh, no call of its own (marks repeat the call); z-score; measured here: cytoplasmic GR-EGFP intensity; active compounds read high
Dynein cargo inh nuclear GR-EGFP = recorded beside Dynein cargo inh, whose call it bears; z-score; measured here: nuclear GR-EGFP intensity;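 lower value marks the stronger effect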
Dynein cargo inh cell count = also measured in Dynein cargo inh; calls as there; z-score; measured here: cell count per field
Ins promoter up cell count = second read-out of Ins promoter up, no call of its own (marks repeat the call); cell count; measured here: cytotoxicity, nuclei count;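 total cells summed across four imaged fields per well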
b-catenin transl cell count 5 µM = second read-out of b-catenin transl, no call of its own (marks repeat the call); cell count; measured here: cell count, cytotoxicity flag
MT stabilizer Hoechst-high % = second read-out of MT stabilizer, no call of its own (marks repeat the call); % Hoechst-high responders; measured here: nuclear condensation Hoechst responders;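 share of cells brighter than vehicle mean plus two SD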
MT stabilizer cytotoxicity % = also measured in MT stabilizer; calls as there; toxicity, %; measured here: cytotoxicity by cell density;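 0% = mean cell density of plate MIN control wells and 100% = no cells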
Autophagy HCS cell loss 18 h = recorded beside Autophagy HCS, whose call it bears; toxicity, %; measured here: cell loss, nuclei count;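 cell loss after 18 h compound exposure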
* = called active by the depositor; i = inactive; ? = inconclusive; / = no result given.

SMILES	Yfh1-off respiration	b-catenin transl	b-catenin transl cell count 5 µM	AID2073	WT yeast gro inh	WT yeast gro inh mutant strain	MT stabilizer	MT stabilizer Hoechst-high %	MT stabilizer cytotoxicity %	Dynein cargo inh	Dynein cargo inh cytoplasmic EGFP	Dynein cargo inh nuclear GR-EGFP	Dynein cargo inh cell count	Autophagy HCS	Autophagy HCS cell loss 18 h	Ins promoter up	Ins promoter up cell count	HIV peptide binding
Cc1cc(NC(=O)CCN2C(=O)/C(=C/c3ccccc3F)SC2=S)no1	i	-0.1	1105	-5.2%	9.0	2.6	1.7	1.2	2.0	2.3	-0.149	1.69	-1.17	i	20.8	-0.29	1267	2.8%
Nc1nc(N2CCCCC2)nc(N(c2ccccc2)c2ccccc2)n1	i	0.1	1115	14.9%	7.5	0.5	2.8	2.5	9.2	-0.222	-0.109	0.162	-0.274	/	/	0.53	2013	0.7%
CC(Sc1cccc2cccc(C(=O)O)c12)C(=O)O (stereo not drawn)	i	-1.0	1073	-1.1%	5.5	-15.9	5.0	3.0	4.0	0.347	-0.234	0.175	-0.36	i	-3.7	/	/	0.7%
C/C(=N\NC(=O)c1cccc(N/N=C(\C)c2ccccc2)c1)c1ccccc1	i	5.7	875	11.0%	11.4	2.3	5.0	2.3	8.7	-0.574	-0.217	0.00808	0.332	i	13.9	-0.71	1415	8.8%
C=C1SC(Nc2c(C)cccc2C)=NC12CCCCC2	i	-1.5	990	-2.4%	/	/	/	/	/	0.00219	-0.233	-0.1	-0.329	/	/	0.48	1381	-3.0%
Cc1ccc(CNCc2cccnc2)s1	i	-2.1	1068	-12.7%	-23.4	-10.5	1.5	0.8	2.9	-0.423	0.14	0.0842	0.191	i	11.3	0.35	1419	1.3%
O=C(/C=C/c1cc([N+](=O)[O-])ccc1OC(F)F)Nc1cccc([N+](=O)[O-])c1	i	0.7	1399	10.4%	/	/	/	/	/	0.865	-0.0191	1.37	-1.48	/	/	-0.08	796	-0.8%
O=C1CCC/C1=C/Nc1ccc2c(c1)OCO2	i	1.2	1074	24.2%	4.7	8.6	5.2	2.0	1.8	0.913	-0.184	0.817	-0.561	i	9.0	-0.23	1933	13.8%
N=c1c2c(n(Cc3ccc(F)cc3)c3c1CCC3)CCCC2	i	2.9	1025	8.0%	55.5	46.7	1.7	3.0	6.1	-0.685	-0.153	-0.487	-0.281	i	-6.1	-0.91	586	-0.5%
COC(=O)C1=C(N)Oc2cc(C)n(Cc3ccco3)c(=O)c2C1c1cccc(Cl)c1 (stereo not drawn)	i	/	/	-1.9%	14.1	-24.5	5.0	4.3	9.0	1.69	0.179	0.209	-2.12	i	9.6	-0.1	1344	-1.4%
C=CCSc1ncc(C#N)c(N)n1	i	-2.3	1132	5.8%	3.3	2.1	0.9	0.3	7.2	-0.207	0.509	0.337	-0.94	i	-4.8	/	/	2.0%
COc1ccc(C2/C(=C(\O)c3ccc4c(c3)OCCO4)C(=O)C(=O)N2Cc2ccco2)c(OC)c1 (stereo not drawn)	i	-1.7	1296	3.4%	-1.6	-1.8	2.4	1.7	5.0	0.818	-0.182	0.716	-0.471	i	4.8	0	1246	12.1%
Cc1ccc(-c2cc(C(F)F)n3ncc(C(=O)N4CCN(c5ccccn5)CC4)c3n2)cc1	i	1.1	1091	6.1%	25.7	0.9	2.5	2.5	2.5	-0.717	-0.225	-0.349	0.183	/	/	-0.48	1470	-2.4%
COC(=O)/C=c1/s/c(=C(/C#N)C(=O)N2CCCCC2)n(-c2ccccc2)c1=O	i	-1.0	1132	12.2%	-13.1	-1.1	2.7	2.1	3.9	-0.285	-0.196	-0.232	-0.187	i	15.4	-0.46	1560	-0.8%
CCOC(=O)c1cnc(SCc2nc(N)nc(Nc3ccccc3)n2)nc1N	?	1.2	1044	-1.3%	2.9	6.1	7.1	3.6	2.2	-0.136	-0.191	-0.425	-0.776	i	-2.6	-2.22	1245	5.6%
COc1cc(C(=O)Nc2ccc(N(C)C)cc2)c([N+](=O)[O-])cc1OC	i	-4.0	1145	2.0%	0.9	-4.8	3.1	1.5	0.1	0.727	-0.0133	0.698	-0.926	i	30.3	1.21	1578	-3.0%
CCOC(=O)C1=C(CC)OC(N)=C(C#N)C1c1ccsc1 (stereo not drawn)	i	1.2	464	3.4%	1.3	1.2	3.2	2.8	9.7	-1.7	-0.186	-0.358	1.21	i	-8.7	1.11	1149	0.1%
Nc1cc(C(F)(F)F)cc([N+](=O)[O-])c1N	i	-1.9	915	-12.1%	14.5	-1.0	3.4	2.3	3.1	1.99	-0.0368	0.646	-1.86	i	-8.9	-0.4	1627	-2.4%
COc1ccc(/C=C/C2=CC(C)(C)NC(=S)N2)c(OC)c1	i	0.8	1431	-5.8%	12.2	-10.1	2.6	1.1	4.9	-1.51	0.0112	-0.557	0.119	i	-8.2	0.27	1390	0.4%
CN1C=CC=C/C1=C1/SC(=S)N(Cc2ccccc2)C1=O	i	/	/	-8.3%	-8.4	-9.0	1.3	4.4	9.4	-0.448	0.87	-0.308	0.89	i	-8.7	0	1021	-5.2%
Nc1nccc(-c2nn(-c3ccc(Cl)cc3)ccc2=O)n1	i	-2.1	1124	11.5%	/	/	/	/	/	-0.136	-0.227	-0.185	-0.0236	/	/	0.51	1423	-1.6%
CCN(CC)C(=O)Cn1c(=O)oc2ccccc21	i	0.1	1306	0.7%	/	/	/	/	/	-0.693	-0.221	-0.0415	0.649	/	/	0.22	1042	-1.7%
CC1CCN(S(=O)(=O)N2CCC(C(=O)NCc3ccc4c(c3)OCO4)CC2)CC1	i	-0.3	517	-7.8%	1.0	-20.0	1.8	3.6	11.6	3.01	0.00783	3.99	-2.35	i	-48.2	-0.36	1231	-1.7%
Cc1ccccc1N1C(=S)NC2c3ccccc3OC1(C)C2C(=O)N(C)C (stereo not drawn)	i	0.4	925	-2.4%	4.7	-0.5	1.5	2.1	2.9	0.49	-0.217	1.15	-0.9	i	-8.3	0.24	1186	2.7%
Nc1cc(OCC(F)(F)F)cc(OCC(F)(F)F)c1	i	-1.9	1071	6.4%	-7.5	8.6	3.8	2.2	4.8	-0.352	-0.214	0.286	0.921	i	8.1	0.36	1118	-3.2%
C/C=C(/C)C(=O)Nc1cccc(C2=NOC3(C2)C[C@@H](C(N)=O)N(C(=O)CC(c2ccccc2)c2ccccc2)C3)c1 (stereo partly drawn)	i	0.4	1117	9.5%	/	/	/	/	/	-0.482	-0.762	-0.357	0.208	/	/	-0.38	941	0.1%
COc1ccccc1-n1c(SCC(=O)OC(C)C)nc2cccnc21	i	-0.1	1299	5.4%	/	/	/	/	/	0.18	-0.201	0.688	-1.05	/	/	0.39	920	-0.1%
COc1ccc(C(=O)NC2CCCCC2)cc1S(=O)(=O)N1CCCC1	i	-2.9	847	4.5%	8.4	0.8	5.8	2.3	2.0	-0.425	-0.213	0.03	-0.106	i	8.3	0.64	1167	5.6%
Cc1ccc(S(=O)(=O)Nc2cc(C(F)(F)F)ccc2N2CCOCC2)c(C)c1	i	-1.8	515	-3.9%	33.6	7.7	2.3	3.7	6.5	-0.128	-0.297	-0.126	0.0299	i	12.7	-0.03	1366	-3.3%
CC(C)N(c1ccccc1)c1ncnc(NCCC(=O)O)c1[N+](=O)[O-]	i	-1.8	1144	-6.1%	4.0	-11.1	1.6	1.9	7.3	-0.465	-0.229	-0.513	0.685	i	30.9	-0.56	1930	1.2%
CC(C)c1nc(SCC(=O)Nc2ccc3c(c2)OCO3)n[nH]1	i	2.0	937	12.5%	14.8	17.6	1.6	1.2	11.7	-0.577	0.0391	-0.22	-0.872	i	17.9	/	/	-2.4%
CC1=C(C(=O)OCC2CCCO2)C(c2cccc(C(F)(F)F)c2)C2=C(CC(c3ccco3)CC2=O)N1 (stereo not drawn)	i	-0.3	1196	24.2%	47.1	11.2	2.3	1.3	8.6	0.363	-0.173	-0.0652	0.433	i	-0.6	-0.09	828	3.1%
CNS(=O)(=O)c1cc(NC(C)=O)c(C)cc1C	i	-0.3	951	25.7%	14.9	4.5	4.5	1.9	3.4	0.147	-0.226	0.151	0.143	i	8.7	0.19	1397	-1.9%
CC(C)CCNC(=O)c1ccc(CSCc2cccc(F)c2)o1	i	/	/	-6.7%	26.1	6.3	1.3	2.1	7.4	-1.06	-0.127	-0.267	0.782	i	-15.7	0.63	917	-0.7%
CC(C)N(CC#CC(O)(c1ccccc1)c1ccccc1)CCO	i	-2.1	1053	13.6%	-6.3	-24.4	2.6	3.3	10.8	0.443	-0.3	-0.153	-0.231	i	12.6	-0.72	1377	0.3%
CN(c1ccc(O)cc1)c1nc(-c2cccs2)cs1	i	0.4	1520	-20.4%	66.5*	24.8*	4.8	3.5	0.6	1.47	-0.0916	0.893	-1.65	i	6.5	0.12	1446	-1.2%
Cc1nccnc1Sc1ccccc1	i	0.0	1335	11.6%	/	/	/	/	/	-0.448	-0.247	0.18	0.658	/	/	-0.38	1060	0.8%
Cc1ccc(C)c(NC(=S)NCCN(C2CCCCC2)C2CCCC2)c1	i	/	/	-18.9%	4.8	7.2	1.8	2.5	6.5	0.855	-0.0494	0.609	-1.39	i	-2.3	0.24	1260	-0.1%
CC(=O)N1CCN(c2ccc(NC(=O)c3ccc(C(C)(C)C)cc3)cc2)CC1	i	-1.0	1180	-2.5%	-21.2	-19.8	1.8	1.9	6.8	-0.36	-0.215	0.218	-0.9	i	-0.4	0.46	1817	-1.4%

Outcome played no part in choosing rows; overall some 4.2% were active at least once.
